STAT3 act – STAT3 signaling activation; U3A cells, IL-6 STAT3-luciferase reporter, luminescence; 100% = signal with IL-6 EC80 alone; activation (% of control), % at 5.6 µM; 190,000 tested, 0.91% active;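 active = activation above the screen-wide mean of compound activation plus 3 SD, cut at about 130% in these data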;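 note: 0% = background luminescence of wells with medium and substrate only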
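Assay system – human STAT1-deficient U3A cells with stable STAT3-luciferase reporter · Also added – IL-6 (33 ng/mL) · Schedule – compound 1 h, then IL-6 6 h at 37 °C · Technique – reporter luminescence signal · Evaluation – % activation versus median of IL-6-stimulated wells · Benchmarks – IL-6-only wells as 100% reference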
Redox H2O2 prof – compounds producing H2O2 with reducing agent – biochemical, NIH compound library profiling, artefact control for MLSCN library redox annotation, primary screen; 200,000 tested, 0.03% active; AID 878; activation, % at 10 µM; DTT-dependent redox cycling H2O2, phenol red/HRP absorbance; 100% = 100 µM peroxide control, 0% = buffer;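 active = activation of at least 50% relative to the plate's high and low controls in the primary single-dose screen; inactive = activation below 50%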;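 note: compound incubated with DTT at 0.8 mM final as the reducing agent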
APP 5'UTR act – APP 5'UTR luciferase reporter activation. SH-SY5Y APP 5'UTR luciferase reporter, luminescence; zero percent = DMSO vehicle wells. activation, % at 2 µM. 190,000 tested, 1% active. AID 1276;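 active = activation above a set limit, based on mean plus 3 SD of controls, cut at about 140% in these data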; note: values of inactives mirror those of a sister screen read the other way
TLR4-MyD88 BLA – TLR4-MyD88 interaction inhibition in cells; O00206+Q99836; inhibition, % at 8.4 µM; HeLa CL3-4 TLR4/MyD88 BLA complementation, FRET ratio; 200,000 tested, 0.18% active; in the data active = inhibition above about 25%;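 note: 0% = vehicle and 100% = reference inhibitor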
Target sequence (O00206 whole entry, looked up): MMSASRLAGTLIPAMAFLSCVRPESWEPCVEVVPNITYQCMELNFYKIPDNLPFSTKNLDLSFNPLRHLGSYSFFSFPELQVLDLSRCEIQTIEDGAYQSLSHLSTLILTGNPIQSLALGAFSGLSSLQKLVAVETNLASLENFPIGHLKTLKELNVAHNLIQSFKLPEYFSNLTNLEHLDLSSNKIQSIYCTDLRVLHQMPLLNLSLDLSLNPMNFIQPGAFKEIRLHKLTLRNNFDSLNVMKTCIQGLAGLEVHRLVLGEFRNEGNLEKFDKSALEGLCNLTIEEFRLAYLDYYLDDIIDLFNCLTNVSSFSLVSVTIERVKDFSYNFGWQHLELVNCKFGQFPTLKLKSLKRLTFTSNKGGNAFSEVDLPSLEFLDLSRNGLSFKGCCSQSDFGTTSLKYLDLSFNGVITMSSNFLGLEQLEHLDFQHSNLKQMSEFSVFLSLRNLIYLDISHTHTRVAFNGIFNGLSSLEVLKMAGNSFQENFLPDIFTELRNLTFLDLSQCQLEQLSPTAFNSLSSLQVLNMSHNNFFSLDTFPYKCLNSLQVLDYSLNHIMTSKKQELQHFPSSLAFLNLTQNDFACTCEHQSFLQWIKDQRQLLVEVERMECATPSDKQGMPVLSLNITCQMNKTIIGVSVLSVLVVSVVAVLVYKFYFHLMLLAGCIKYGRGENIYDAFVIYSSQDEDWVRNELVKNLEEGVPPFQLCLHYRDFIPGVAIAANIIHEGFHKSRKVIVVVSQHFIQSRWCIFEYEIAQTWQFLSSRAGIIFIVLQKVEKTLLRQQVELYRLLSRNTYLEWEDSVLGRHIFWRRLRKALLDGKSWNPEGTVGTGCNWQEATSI
Target sequence (Q99836 whole entry, looked up): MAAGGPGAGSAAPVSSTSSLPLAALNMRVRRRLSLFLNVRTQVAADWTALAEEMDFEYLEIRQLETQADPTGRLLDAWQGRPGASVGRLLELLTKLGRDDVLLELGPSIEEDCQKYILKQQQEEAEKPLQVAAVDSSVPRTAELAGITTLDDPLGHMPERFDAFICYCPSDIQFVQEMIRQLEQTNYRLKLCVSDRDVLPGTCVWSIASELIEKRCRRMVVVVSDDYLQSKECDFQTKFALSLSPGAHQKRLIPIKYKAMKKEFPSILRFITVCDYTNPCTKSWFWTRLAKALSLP
STAT1 inh – STAT1 signaling inhibition | NIH 3T3 STAT1-luciferase reporter, IFN-gamma, luminescence | inhibition, % at 5.5 µM | AID 920 | 200,000 tested, 0.35% active;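 active = inhibition above a set limit, the mean inhibition across all tested compounds plus 3 SD, cut at about 34% in these data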;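 note: 0% = IFN-gamma with DMSO and 100% = IFN-gamma with 300 µM nifuroxazide; values of inactives mirror those of a sister screen read the other way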
Hsp70 act – Hsp70 transcriptional activation, primary screen; HeLa Hsp70 promoter luciferase reporter, luminescence; scaled: vehicle 0, proteasome-inhibitor control 100%; activation, % at 10 µM; 200,000 tested, 0.04% active;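 active = activation above the mean across all tested compounds plus 3 SD, cutoff set per campaign, cut at about 5.5% in these data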;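 note: 100% = MG132 at 30 µM as the positive control and 0% = DMSO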
NF-kB expr up – compounds increasing NF-kB expression in human neuronal cells; fold change at 12.5 µM; AID 1239; 190,000 tested, 1.6% active; NF-kB reporter expression; stronger effect = higher value; in the data active = fold change above about 3.3
STAT3 inh – STAT3 signaling inhibition; U3A cells, IL-6 STAT3-luciferase reporter, luminescence; host cell line lacks STAT1; inhibition, % at 5.5 µM; 190,000 tested, 0.89% active; AID 862;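 active = inhibition above the mean inhibition across all screened compounds plus 3 SD, cut at about 44% in these data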;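 note: 0% = DMSO only wells and 100% = 100 µM nifuroxazide control wells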
STAT1 activator – STAT1 signaling activation; 200,000 tested, 2.6% active; activation (% of control), % at 5.5 µM; NIH 3T3 STAT1-luciferase reporter, IFN-gamma, luminescence; 100% = IFN-gamma alone, no compound;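 active = activation above the screen-wide mean activation plus 3 SD, cut at about 130% in these data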;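 note: raw ratio to IFN-gamma control signal so 100% means no change and 0% no light; values of inactives mirror those of a sister screen read the other way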
Efa HMGR inh – blocks class II HMG-CoA reductase of Enterococcus faecalis. purified E. faecalis HMGR, NADPH absorbance 340 nm kinetic. inhibition, % at 10 µM. 190,000 tested, 0.41% active;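 active = inhibition above a set limit, the median over all tested compounds plus 3 SD, cut at about 9.5% in these data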;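 note: enzyme runs in reverse so mevalonate oxidation gives rising NADPH absorbance; 0% = complete reaction with DMSO and 100% = background rate lacking mevalonate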
* hit, by the source's call; x = no result given.

SMILES | STAT3 act | Redox H2O2 prof | APP 5'UTR act | TLR4-MyD88 BLA | STAT1 inh | Hsp70 act | NF-kB expr up | STAT3 inh | STAT1 activator | Efa HMGR inh
CCCSc1nc2sc3c(c2c(=O)[nH]1)CC(C)CC3 (configuration not stated) | 103 | -0.4 | 16 | -10 | 1 | -0.1 | x | 3 | 100 | 1
COc1cc2[nH]cc(C(=O)NCc3cccs3)c(=O)c2cc1OC | 96 | -0.9 | -2 | 4 | 13 | -0.4 | x | 8 | 88 | x
COCC(=O)N1CCCN(c2nc3c(C)cccc3cc2C#N)CC1 | 84 | 0.1 | -12 | 9 | 4 | -0.1 | 0.88 | 20 | 100 | -1
Cc1cc(C(F)(F)F)n2ncc(-c3ccc(F)cc3)c2n1 | 95 | 0.1 | -8 | 0 | 13 | 0.1 | 0.93 | 11 | 88 | -2
COC(=O)c1cccc(S(=O)(=O)N2CCOCC2)c1 | 104 | 1.5 | x | 10 | -4 | -0.2 | 1.2 | -4 | 106 | -3
CCCCOc1ccc(C(=O)Nc2ccc(N3CCN(C(=O)C(C)C)CC3)cc2)cc1 | 93 | 0.0 | 5 | 5 | 4 | -0.2 | 0.49 | 12 | 89 | 0
CC(C)CC(=O)Nc1ncnc2c1C(=O)CC(C)(C)C2 | 113 | 3.2 | 4 | 4 | -10 | -0.1 | 1.5 | -10 | 109 | -6
CC(C)(C)CC(C)(C)NC(=S)Nc1ccc2nc(-c3ccccn3)c(-c3ccccn3)nc2c1 | 99 | 3.5 | 10 | 19 | -2 | -0.1 | 1.6 | 7 | 102 | -1
COc1ccc(NC(=S)NCc2cccs2)cc1 | 101 | 1.1 | 14 | -21 | 1 | 0.3 | 1.2 | 5 | 99 | -1
COc1ccc2nc(NC(=O)c3cc(S(=O)(=O)N4CCOCC4)ccc3C)sc2c1 | 96 | 0.1 | 9 | 7 | 6 | 0.0 | 0.8 | 9 | 95 | 0
CC(C)CNS(=O)(=O)c1ccc(OCC(=O)NCc2ccco2)cc1 | 97 | -0.4 | 8 | 0 | -4 | -0.3 | 1.4 | 6 | 104 | -4
N#Cc1c(NC(=O)CSc2ncnc3c2cnn3-c2ccccc2Cl)sc2c1CCCC2 | 101 | 1.9 | -1 | -18 | 12 | -0.3 | 0.98 | 3 | 89 | 2
CCOC(=O)c1ccc(NC(=O)Nc2c(C)nn(C)c2C)cc1 | 90 | 0.7 | 20 | -5 | 5 | -0.3 | 0.96 | 16 | 96 | -2
CCOC(=O)c1cnn(CCOC(=O)C(C)(C)C)c1NC(=O)C(C)(C)C | 99 | 0.1 | -5 | 11 | -1 | -0.1 | 1 | 6 | 101 | -7
O=C(NC1CCCCC1)NC1CC2CCC(C1)N2Cc1nnnn1Cc1ccc2c(c1)OCO2 (configuration not stated) | 93 | 1.8 | -3 | -2 | 6 | 1.6 | 0.92 | 12 | 94 | 0

2 of these compounds, set out differently:
| compound | STAT3 act | Redox H2O2 prof | APP 5'UTR act | TLR4-MyD88 BLA | STAT1 inh | Hsp70 act | NF-kB expr up | STAT3 inh | STAT1 activator | Efa HMGR inh |
| --- | --- | --- | --- | --- | --- | --- | --- | --- | --- | --- |
| COc1ccc2nc(NC(=O)c3cc(S(=O)(=O)N4CCOCC4)ccc3C)sc2c1 | 96 | 0.1 | 9 | 7 | 6 | 0.0 | 0.8 | 9 | 95 | 0 |
| CCOC(=O)c1ccc(NC(=O)Nc2c(C)nn(C)c2C)cc1 | 90 | 0.7 | 20 | -5 | 5 | -0.3 | 0.96 | 16 | 96 | -2 |

Further structures:
SMILES | STAT3 act | Redox H2O2 prof | APP 5'UTR act | TLR4-MyD88 BLA | STAT1 inh | Hsp70 act | NF-kB expr up | STAT3 inh | STAT1 activator | Efa HMGR inh
COc1ccc(OCCn2c(NC(=O)c3ccco3)nc3ccccc32)cc1 | 96 | -0.6 | -11 | -2 | -7 | 0.0 | 1.8 | 9 | 105 | -1
O=S(=O)(NCC1CCCO1)c1ccc2ccccc2c1 (configuration not stated) | 107 | 4.5 | -6 | 3 | 4 | -0.2 | 1.1 | -5 | 96 | -5
O=C(c1ccc(OC2CCN(CCc3ccccc3)CC2)cc1)N1CCCC(O)C1 (configuration not stated) | 92 | -1.2 | -6 | -11 | 5 | 0.1 | 0.88 | 13 | 94 | -2
COc1ccc(/C=C(/NC(=O)c2ccccc2)C(=O)N/N=C/c2ccc3c(c2)OCO3)cc1OC | 90 | -4.1 | 11 | -10 | 11 | -0.2 | 0.52 | 18 | 90 | -4
O=C(NC1CCCCC1)C(c1ccccc1)N1CCOCC1 (configuration not stated) | 101 | -8.9 | 1 | -3 | 6 | -0.1 | 1 | 2 | 94 | -4
COc1ccc(OC)c(S(=O)(=O)N(C)CC(=O)Nc2ccc3c(c2)OCO3)c1 | 99 | -2.5 | -7 | 3 | 4 | -0.4 | 0.97 | 1 | 97 | 2
O=c1oc(-c2cccs2)nc2scc(-c3cccs3)c12 | 140* | 2.8 | 200* | 8 | -6 | -0.2 | 1.9 | -43 | 106 | -1
COc1ccc(S(=O)(=O)NCC2CCCN(C(=O)c3sccc3C)C2)cc1 (configuration not stated) | 101 | -0.4 | -1 | 9 | 0 | -0.4 | 0.94 | 6 | 98 | 2
COc1cccc(NC(=S)NC(=O)c2c(Cl)c(C)nn2C)c1 | 93 | -0.6 | 14 | -6 | 0 | 0.0 | 1.7 | 7 | 100 | 0
COc1ccc(C(O)C(CN2CCOCC2)c2ccccc2)cc1 (configuration not stated) | 96 | -0.1 | 3 | -3 | -6 | 0.5 | 0.87 | 6 | 105 | -1
CCOc1cccc(C(=O)Nc2cccc(C(C)=O)c2)c1 | 90 | -0.8 | 10 | -7 | -7 | -0.3 | 1.5 | 19 | 106 | -5
CCN(c1ccccc1)S(=O)(=O)c1ccc(Cl)c(NC(=O)COC(=O)c2cccc(OC)c2O)c1 | 101 | 0.1 | 2 | 2 | -1 | 0.6 | 0.95 | 2 | 101 | -1
O=C(Nc1ccccc1)c1ccc[n+](Cc2ccc([N+](=O)[O-])cc2)c1 | 98 | 0.3 | -5 | 11 | 4 | -0.2 | 1.1 | 3 | 96 | -2
COc1cccc(Nc2nc(C)cc(C)c2C#N)c1 | 92 | -0.6 | 6 | 10 | -7 | 0.5 | 1.3 | 13 | 107 | -14
O=S(=O)(Cc1ccccc1)Cc1cnc(Cl)s1 | 94 | 0.1 | 14 | 12 | -5 | -0.2 | 1.3 | 11 | 102 | 0
CCn1cc(C=C2C(=O)c3ccccc3C2=O)c2ccccc21 | 125 | 0.3 | 8 | 1 | -1 | -0.1 | 0.95 | -29 | 101 | -3
CCCCC(CC)COC1(c2ccccc2)OC(=O)c2ccccc21 (configuration not stated) | 106 | -3.9 | -11 | -9 | -4 | -0.3 | 1.2 | 0 | 103 | -8
O=C(NCCNCc1ccc(F)cc1)c1ccco1 | 94 | -0.1 | 8 | -21 | 11 | -0.4 | 1.1 | 7 | 90 | -6
CCC(CC)C(=O)Oc1c(Sc2ccccc2[N+](=O)[O-])c(C)nn1C(C)(C)C | 107 | 0.7 | -20 | 9 | 2 | 0.3 | 1 | -10 | 98 | -1
CCCCCCCC(=O)N/N=C/c1cccnc1 | 104 | 0.2 | 1 | -11 | -5 | -0.3 | 1.1 | -5 | 104 | -1
Cn1ccnc1SCC(=O)Nc1cccc(C(F)(F)F)c1 | 88 | -2.4 | 11 | 5 | -6 | 0.2 | 1.5 | 20 | 107 | -2
O=C(CCCCCn1c(=O)[nH]c2ccsc2c1=O)NCc1ccc2c(c1)OCO2 | 107 | -7.1 | 4 | -7 | -4 | -0.4 | 0.97 | -3 | 104 | -1
NC(=O)c1cc([N+](=O)[O-])ccc1N1CCCCC1 | 102 | -0.4 | -22 | -3 | -2 | 0.0 | 1.5 | 2 | 102 | -3
Cn1c(Cn2nnc3ccccc32)nnc1SCC(=O)N1c2ccccc2Sc2ccccc21 | 92 | 0.2 | -5 | 4 | 15 | -0.1 | 0.94 | 10 | 87 | -3
CCCOc1ccc(N2C(=O)CC(NCc3cccs3)C2=O)cc1 (configuration not stated) | 103 | 0.4 | -9 | 11 | 1 | 0.2 | 1 | -1 | 99 | -3
CCn1c(C(=O)NC(C)c2ccc3c(c2)OCCO3)cc2sccc21 (configuration not stated) | 121 | -1.4 | -3 | 13 | 1 | -0.5 | 1.2 | -21 | 99 | -2
CCNS(=O)(=O)c1ccc(CCC(=O)NCc2ccccc2)cc1 | 97 | -0.4 | 14 | -12 | -5 | 0.0 | 0.81 | 12 | 105 | 0
O=C(NCCCNc1ccc([N+](=O)[O-])cc1)C(F)(F)F | 109 | -0.2 | -20 | 2 | -6 | 0.1 | 1.3 | -10 | 106 | -3
CCCCCCOC(=O)C(C#N)c1nc2ccccc2nc1N1CCCCC1 (configuration not stated) | 92 | 2.2 | 0 | -5 | -2 | -0.1 | 1.1 | 13 | 102 | -1
O=[N+]([O-])c1cccc(/C=N\N=C2c3ccccc3-c3ccccc32)c1O | 105 | 0.6 | 1 | 7 | -1 | 0.0 | 1 | -9 | 101 | -9
O=C(NC1CC1)c1cc(OCC(F)(F)F)ccc1OCC(F)(F)F | 102 | -0.2 | 8 | -9 | 7 | 0.7 | 1.1 | 7 | 94 | 2
CC(C)(C)c1ccc(-c2nc3c(C#N)c(-c4ccc5c(c4)OCO5)ccn3n2)cc1 | 97 | 2.4 | x | -6 | -5 | -0.1 | 1.1 | 10 | 104 | 0
COCCn1c(SCC(=O)Nc2ccccc2OC)nc2c(oc3ccccc32)c1=O | 101 | -0.8 | 17 | 6 | 1 | 0.3 | 1.2 | 6 | 97 | -1
CS(=O)(=O)c1ccc2nc(NC(=O)c3ccco3)sc2c1 | 94 | -0.3 | 64 | 10 | -34 | 0.2 | 2.3 | 12 | 131* | -1
CCn1ncc([N+](=O)[O-])c1C(=O)Nc1nc2cccc(C)c2s1 | 97 | -0.6 | 14 | -10 | 2 | -0.3 | 1 | 7 | 97 | -2
O=C(O)C1=C[C@@H](c2ccc(C(F)(F)F)cc2)C[C@@H](OCc2ccc(CO)cc2)O1 | x | -1.9 | 17 | -4 | 6 | 0.0 | 0.92 | x | 96 | 0
Brc1cc2c(cc1/C=N/Nc1nc(N3CCOCC3)nc(N3CCOCC3)n1)OCO2 | 119 | 0.3 | -7 | 7 | -1 | -0.4 | 0.77 | -18 | 101 | -9
Cn1cc(/C=C(\C#N)C(=O)Nc2cccc([N+](=O)[O-])c2)c2ccccc21 | 89 | -0.9 | -5 | 15 | -4 | -0.3 | 0.89 | 22 | 103 | -3
O=C1CC(N2CCN(c3ccc(F)cc3)CC2)C(=O)N1Cc1cccs1 (configuration not stated) | 98 | 0.8 | 24 | 9 | -1 | 0.0 | 0.83 | 5 | 100 | 0
CC1CN(CCC(=O)Nc2ccc3c(c2)CCC3)CC(C)O1 (configuration not stated) | 98 | 5.0 | -3 | -5 | -2 | 0.0 | 0.98 | 10 | 102 | 3
Cc1ccc(-c2nc(C)c(C(=O)O)s2)cc1 | 86 | 0.8 | 143* | -8 | -40 | 0.0 | 2.8 | 26 | 135* | -3
c1ccc(C[n+]2csc3ccccc32)cc1 | 103 | 1.7 | -11 | 1 | -9 | -0.1 | 1.4 | 6 | 108 | -5

High-throughput results deposited in PubChem BioAssay by several laboratories.

Not a hit list. Share with any hit: about 5.6%.
